Source: PubChem BioAssay (National Center for Advancing Translational Sciences (NCATS))
TRHR PAM: qHTS for Small Molecule Agonists and Allosteric Enhancers of Human TRH Receptor: Primary Screen for Enhancers | Thyrotropin-releasing hormone receptor (Homo sapiens), P34981 | TRHR cells, fluo-8 calcium fluorescence, EC20 TRH enhancement | enhancement, % at 2 µM | 360,000 compounds, 0.66% hits | AID 493056, 2011; in the data active = enhancement above about 30%; also: 0% is about no effect
Target sequence (P34981 whole entry, looked up): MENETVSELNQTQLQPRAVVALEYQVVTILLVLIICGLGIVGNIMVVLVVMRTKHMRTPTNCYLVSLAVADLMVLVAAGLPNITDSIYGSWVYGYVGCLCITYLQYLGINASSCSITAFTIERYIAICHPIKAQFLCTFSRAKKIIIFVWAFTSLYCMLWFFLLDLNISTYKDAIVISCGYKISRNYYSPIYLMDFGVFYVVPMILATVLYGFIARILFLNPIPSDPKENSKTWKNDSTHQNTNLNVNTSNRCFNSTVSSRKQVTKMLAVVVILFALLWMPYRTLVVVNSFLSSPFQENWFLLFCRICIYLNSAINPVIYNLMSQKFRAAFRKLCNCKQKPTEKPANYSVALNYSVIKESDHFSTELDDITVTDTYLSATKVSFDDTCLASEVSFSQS
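TRHR-expressing cells loaded with fluo-8 calcium dye were read kinetically (ex 480/em 530) during compound addition, then stimulated with an EC20 of TRH (10 nM final). Enhancement of the Gq-mediated intracellular calcium response was scored.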
RXFP1 antagonist: qHTS Assay for Antagonists of the Relaxin Receptor RXFP1; 350,000 compounds, 0.59% hits; activity change, negative = inhibition, % at 57.5 µM; Relaxin receptor 1 (Homo sapiens), Q9HBX9; HEK293-RXFP1, relaxin-stimulated cAMP HTRF, 30 min; stronger effect = lower value;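 active = activity change of -60% or lower, but not beyond a set lower limit; inconclusive = change between -60% and -40%, or beyond the set limit; inactive = change above -40%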; also: % is scaled to controls: 0 for no effect and ±100 for the full control effect
D1 antagonist: Antagonist of Human D 1 Dopamine Receptor: qHTS. 360,000 compounds, 3.2% hits. activity change, negative = inhibition, % at 10 µM. AID 504652, 2011. HEK293 TREx D1 cells, calcium flux, dopamine EC80; stronger effect = lower value. D(1A) dopamine receptor (Homo sapiens), P21728; in the data active = activity change below about -30%; also: % is scaled to controls: 0 for no effect and ±100 for the full control effect
Target sequence (P21728 whole entry, looked up): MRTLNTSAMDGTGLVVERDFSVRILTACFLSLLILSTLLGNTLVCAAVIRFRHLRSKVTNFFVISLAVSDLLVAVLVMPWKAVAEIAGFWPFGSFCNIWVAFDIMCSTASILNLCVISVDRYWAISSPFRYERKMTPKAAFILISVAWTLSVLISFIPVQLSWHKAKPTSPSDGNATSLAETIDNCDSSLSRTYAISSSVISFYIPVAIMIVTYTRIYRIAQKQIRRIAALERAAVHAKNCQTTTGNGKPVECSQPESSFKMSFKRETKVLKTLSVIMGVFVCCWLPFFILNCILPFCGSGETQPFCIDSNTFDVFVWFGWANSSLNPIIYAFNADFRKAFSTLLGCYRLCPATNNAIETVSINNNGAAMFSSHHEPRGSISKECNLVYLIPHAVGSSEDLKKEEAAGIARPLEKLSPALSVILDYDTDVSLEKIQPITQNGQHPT
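Cells carrying a force-coupled, tetracycline-inducible human D1 receptor report calcium flux. Each well gets a 10 s baseline, compound with 180 s monitoring, then an EC80 dopamine stimulus with a second 180 s kinetic read.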
RXFP1 agonist: qHTS Assay for Agonists of the Relaxin Receptor RXFP1. HEK293T-RXFP1 cAMP TR-FRET, 30 min; response scale: percent of porcine relaxin response, buffer zero. 370,000 compounds, 0.3% hits. Potency, µM (titrated, usually from 57.5 µM), for the others: at the top dose activation, usual class: activators. AID 2676, 2010; also: potency is read from the fitted curve at half-maximal effect; % is scaled to controls: 0 for no effect and ±100 for the full control effect; nearly all actives have a fitted effect of over 60% in size; many of its hits are not listed in these tables
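cAMP rise read by TR-FRET after 30 min, 37C compound exposure (up to 58 uM) in RXFP1-transfected HEK293 cells with Ro 20174 present. EC50 from Hill-equation fits, with 29 nM porcine relaxin as 100% and buffer as basal.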
Anesthetic bind: qHTS Assay for Identification of Novel General Anesthetics; 350,000 compounds, 0.074% hits; apoferritin/1-aminoanthracene competitive binding, fluorescence; Potency, µM (top dose mostly 77.5 µM), for inactives: at the highest dose activity change, negative = displacement, hits mostly inhibitors; Ferritin light chain (Equus caballus), P02791; also: potency is read from the fitted curve at half-maximal effect; % is scaled to controls: 0 for no effect and ±100 for the full control effect; nearly all actives have a fitted effect of over 20% in size
Target sequence (P02791 2-175 limits assumed): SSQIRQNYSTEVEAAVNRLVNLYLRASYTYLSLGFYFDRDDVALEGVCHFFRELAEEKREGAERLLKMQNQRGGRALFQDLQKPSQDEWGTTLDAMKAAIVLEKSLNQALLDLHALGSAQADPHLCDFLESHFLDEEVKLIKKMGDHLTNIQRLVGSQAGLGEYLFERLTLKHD
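Horse-spleen apoferritin (10 uM) was mixed with 50% saturated 1-aminoanthracene in PBS, exposed to compounds for 10 min at room temperature, and read for fluorescence (ex 380 nm, em 535 nm). Competitive displacement was fitted with a four-parameter Hill equation.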
D2 PAM: HTS Assay for Positive Allosteric Modulators of the Human D2 Dopamine Receptor: Primary Screen for Potentiators. 340,000 compounds, 0.34% hits. potentiation, % at 10 µM. AID 485347, 2010. D(2) dopamine receptor (Homo sapiens), P14416. HEK293 T-REx D2, calcium flux, EC20 dopamine potentiation;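 active = potentiation over 3 SD above the plate norm, cut at about 30% in these data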; also: 0% is about no effect
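Primary screen. Calcium kinetics in induced HEK293 T-REx D2 cells: compound pre-addition 180 s, EC20 dopamine, 180 s more.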
TRHR agonist: qHTS for Small Molecule Agonists and Allosteric Enhancers of Human TRH Receptor: Primary Screen for Agonists; Thyrotropin-releasing hormone receptor (Homo sapiens), P34981; TRHR cells, calcium flux fluo-8, FDSS agonist mode; activation, % at 2 µM; 360,000 compounds, 0.18% hits; in the data active = activation above about 30%; also: 0% is about no effect
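Read-out: compound-evoked intracellular calcium rise in TRHR cells, fluo-8 dye, kinetic FDSS fluorescence at 1 s/cycle following a 10-cycle baseline. Cells cultured overnight before dye loading (30 min–1.5 h, RT).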
D1 PAM: Potentiators of Human D1 Dopamine Receptor: qHTS; D(1A) dopamine receptor (Homo sapiens), P21728; HEK293 TREx D1 cells, calcium flux, dopamine EC20 potentiation; potentiation, % at 10 µM; 360,000 compounds, 0.036% hits; in the data active = potentiation above about 30%; also: 0% is about no effect
D1 ag: Allosteric Agonists of the Human D1 Dopamine Receptor: qHTS. D(1A) dopamine receptor (Homo sapiens), P21728. HEK293 T-REx D1 cells, calcium flux, agonist mode. activation, % at 2 µM. 360,000 compounds, 1% hits. AID 504660, 2011; in the data active = activation above about 30%; also: 0% is about no effect
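Agonism was scored from calcium flux recorded over 180 s (1 read/s) after pintool compound addition, following a 10-cycle baseline. Cells were inducible force-coupled HEK293 TREx D1, plated overnight at 30 C and loaded with no-wash calcium dye.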
Starred values were filed as active, the others as inactive; ? = inconclusive; . = not tested or not shown; & = joins results of further samples; [ ] = another dose, or the depositor's remark. Unless noted, calls follow the shape of the dose curve; as a rule, active = well fitted curve in the direction sought with a large enough effect; inconclusive = small, poorly fitted or top-dose-only effect, or another doubt; inactive = no such curve, though single readings can be large; an effect the other way counts as inactive or inconclusive. A portion of the library, so the mix of outcomes need not match the whole.

TRHR PAM	RXFP1 antagonist	D1 antagonist	RXFP1 agonist	Anesthetic bind	D2 PAM	TRHR agonist	D1 PAM	D1 ag	smiles
0	8	.	17%	-1%	-5	0.5	-1	0	Cn1c(SCC(=O)N2CCCc3ccccc32)ncc(C(=O)Nc2ccc(Cl)cc2)c1=O
0	3	16	1.7%	-8%	1	-0.1	0	1	COc1ccc(C(=O)NCc2nnc(SCC(=O)c3ccccc3)n2C)cc1
-2	-5	-2	0.8%	?	-6	0.8	4	16	O=C(NC12CC3CC(CC(C3)C1)C2)c1ccccc1O
6	1	1	-0.2%	-7%	.	-1.4	-7	2	NS(=O)(=O)c1ccc(CCNC(=O)c2cc(=O)[nH]c3ccccc23)cc1
-4	-12	-26	0.5%	-9%	-7	-0.1	-4	-1	CC(=O)c1cc(-c2ccccc2)n(CC(=O)N2CCC(N3CCCCC3)CC2)c1C
8	12	8	4.5%	-12%	1	-0.8	1	1	Cc1cc(N2CCCC(C(=O)Nc3ccc4c(c3)CCC4)C2)n2ncnc2n1 (stereo not drawn)
-1&0	-1	-1&11	?	-4%&-5%	6	-0.3&-0.8	-3&-1	1&-3	CCOC(=O)c1cnc2c(Cl)c(Cl)ccc2c1NCCN1CCOCC1
2	-2	2	0.9%	-2%	2	1.6	-4	7	Cc1cc(C(=O)OCC(=O)N2CC(C)OC(C)C2)ccc1[N+](=O)[O-] (stereo not drawn)
-6	-6	-5	1.4%	-6%	-3	-0.2	0	2	COc1ccc(-n2c(=O)c3ccccc3n(CC(=O)NC3CCCCC3)c2=O)cc1OC
-1	-12	-15	1.4%	-3%	-3	1.0	0	1	O=C1CCC(C(=O)N2CCOCC2)CN1Cc1cccc(C(F)(F)F)c1 (stereo not drawn)
0	-7	4	5.3%	5%	-1	0.8	0	1	Nc1ncnc(NC2CCS(=O)(=O)C2)c1[N+](=O)[O-] (stereo not drawn)
1	-31	-12	1.6%	?	-12	2.2	-3	17	Nc1nonc1-c1nc2ccccc2n1Cc1ccc(F)cc1
11	-25	3	-0.4%	22%	-3	-0.6	-7	22	Cc1nc2ccn(Cc3cccs3)c(=O)c2cc1C(=O)N1CCN(c2ccc(F)cc2)CC1
-4	-2	-1	2.9%	-18%	-5	-0.1	1	2	Clc1ccc(Cc2ccccc2)nn1
3	-3	-13	-1.0%	-15%	-18	0.7	-4	1	Cc1ccccc1NC(=O)C(=O)NCC(c1ccc2c(c1)OCO2)N1CCN(c2ccccc2)CC1 (stereo not drawn)

Another view of part of the listing above:
Structure | TRHR PAM | RXFP1 antagonist | D1 antagonist | RXFP1 agonist | Anesthetic bind | D2 PAM | TRHR agonist | D1 PAM | D1 ag
Clc1ccc(Cc2ccccc2)nn1 | -4 | -2 | -1 | 2.9% | -18% | -5 | -0.1 | 1 | 2
Cn1c(SCC(=O)N2CCCc3ccccc32)ncc(C(=O)Nc2ccc(Cl)cc2)c1=O | 0 | 8 | . | 17% | -1% | -5 | 0.5 | -1 | 0
Nc1ncnc(NC2CCS(=O)(=O)C2)c1[N+](=O)[O-] (stereo not drawn) | 0 | -7 | 4 | 5.3% | 5% | -1 | 0.8 | 0 | 1
CC(=O)c1cc(-c2ccccc2)n(CC(=O)N2CCC(N3CCCCC3)CC2)c1C | -4 | -12 | -26 | 0.5% | -9% | -7 | -0.1 | -4 | -1

Additional compounds
TRHR PAM	RXFP1 antagonist	D1 antagonist	RXFP1 agonist	Anesthetic bind	D2 PAM	TRHR agonist	D1 PAM	D1 ag	smiles
2	.	4	0.2%	-11%	-6	-0.1	-2	0	CCOc1ccc(N2CC(C)Cn3c2nc2c3c(=O)n(CC(=O)O)c(=O)n2C)cc1 (stereo not drawn)
-2	0	-3	16%	-2%	4	0.1	5	-1	Cc1c(C=O)c2ccccn2c1C(=O)c1cccc([N+](=O)[O-])c1
2	.	0	4.8%	109%[activator]	-8	-0.2	-2	4	O=C(CSc1nccn1Cc1ccc(F)cc1)Nc1nc2ccccc2s1
1	-23	-10	-2.1%	-10%	0	0.2	-5	0	CC1(C)Cc2c(ccc3ccccc23)C(=O)N1
-4	-14	0	-0.1%	-7%	6	0.9	2	0	CC12CC3CC(C)(C1)CC(CN1CCOCC1)(C3)C2
-3	5	2	0.7%	-14%	-9	0.3	0	0	O=C(c1ccccc1)C1CCN(CC(=O)N2CCN(c3ccccc3)CC2)CC1
4	-1	-1	2.0%	-15%	3	0.4	-1	-1	Cc1[nH]c2ccc(F)cc2c1CCNC(=O)c1cc2cc(Cl)ccc2oc1=O
6	-3	-5	6.3%	-7%	-12	2.7	-2	5	COc1cccc2c1OCC(CN1CCN(Cc3ccccc3)C(CCO)C1)=C2 (stereo not drawn)
-3	-1	6	11%	-4%	-6	0.8	-2	5	Nc1c(C(=O)O)sc2nc(-c3ccccc3)cc(-c3ccccc3)c12
4	-11	1	-1.0%	-14%	2	0.9	-1	10	CC(C)(C)c1nc(CN2CCCCC2)cc(CN2CCCCC2)c1O
4	4	8	-2.3%	-9%	8	0.2	-3	4	CC(C)c1nc2cc(C(=O)NC(C)c3cnn(C)c3)ccc2o1 (stereo not drawn)
-3	-13	-15	-0.5%	-5%	6	-0.4	-6	4	O=C(CCC(=O)NCc1ccccc1)NCc1ccccc1
-4	-15	5	3.0%	-7%	-2	0.0	-3	1	NS(=O)(=O)c1ccc(O)c(NC(=O)c2ccc([N+](=O)[O-])cc2)c1
-4	4	17	0.0%	2%	2	0.7	-6	1	COc1cccc(OC)c1C(=O)NNC(=O)c1cccnc1
-2	.	-3	1.5%	2%	16	0.2	0	2	O=C(CSc1nc2scc(-c3ccccc3)c2c(=O)[nH]1)NC1CCCCC1
1	-21	2	-0.4%	-12%	-17	-0.9	1	1	O=C(CNc1cc(S(=O)(=O)N2CCOCC2)ccc1NCC1CCCO1)Nc1cccc(F)c1 (stereo not drawn)
-3	-4	-6	0.4%	-12%	-5	-0.3	0	1	Cc1cc2nnc(SCc3ccccc3)n2c(N)n1
-2	7	6	0.9%	-8%	-22	0.4	-3	2	COc1ccc2oc(=O)c(C(=O)Nc3cccc(C)c3)cc2c1
-3	1	2	-0.1%	-15%	-13	0.3	-4	3	CCOC(=O)N1CCN(C2CCCN(C(=O)c3ccccc3SC)C2)CC1 (stereo not drawn)
-1	-18	-18	5.7%	?	-2	12	-7	17	Cc1cc2nc3c(=O)[nH]c(=O)[nH]c3nc2c([N+](=O)[O-])c1N
6	-6	-7	2.3%	-8%	-4	0.7	2	3	CCOc1ccc(Cc2nc(C)c(CC(=O)N3CCOCC3)c(=O)[nH]2)cc1
3	-6	7	-0.2%	2%	0	-1.2	0	3	Cc1cc(C)c2nncn2n1
-6	1	3	6.0%	-5%	2	-0.4	-5	1	CN(c1ccccc1)S(=O)(=O)c1ccc(Cl)nc1
-8	?	-16	-0.3%	0%	-3	0.2	-2	12	CCC1CN(C(=O)Nc2cc(C)cc(C)c2)c2ccccc2O1 (stereo not drawn)
-6	.	-6	-0.8%	-3%	-8	0.5	-5	3	CCc1ncc(C)[nH]1
1	4	12	0.0%	.	2	0.7	-4	0	CC(=O)Nc1cccc(C(=O)Nc2ccc(S(=O)(=O)NC3=NCCCCC3)cc2)c1
4	-19	-13	0.5%	5%	-6	-0.5	-3	1	O=C(c1cc(-c2ccc(Cl)cc2Cl)on1)N1CCOCC1
4	10	-19	3.2%	-7%	8	-0.2	-10	5	O=S1(=O)CCC(N=Nc2c(O)n(Cc3ccccc3)c3ccccc23)C1 (stereo not drawn)
6	.	4	?	43%[activator]	-6	-0.8	-4	7	COc1ccc(-c2ccc3c(N)c(C(=O)Nc4cc(F)ccc4C)sc3n2)cc1
-1	-10	20	0.8%	5%	6	13	-5	8	COc1ccc(C(=O)/C=C/c2cn(CC(O)CN3CCN(C)CC3)c3ccccc23)cc1OC (stereo not drawn)
10	0	2	-0.6%	-3%	10	-0.3	13	2	CCCN1CCN(S(=O)(=O)c2ccc3c(c2)OCCO3)CC1
2	3	-4	1.7%	-17%	3	-0.2	-3	1	COC(=O)c1ccc(Oc2ccc(C(F)(F)F)cn2)cc1
6	-15	-5	-1.2%	-8%	-10	1.3	7	1	CC(c1ccco1)N(C(=O)C12CC3CC(CC(C)(C3)C1)C2)c1ccccn1 (stereo not drawn)
1	.	-15	4.1%	1%	2	-0.4	-4	-1	CC(C)(C)[C@H]1C=C(C(=O)Nc2ccccc2)O[C@@H](OCc2ccc(CO)cc2)C1
-3	1	21	2.7%	-6%	0	-1.4	2	1	NNC(=O)c1ccc(Cn2cc(Br)cn2)o1
1	-6	-7	1.2%	-14%	-5	1.0	-8	3	CN1CCN(c2ccc(Cl)cc2NC(=O)c2nn(-c3ccccc3)c(=O)c3ccccc23)CC1
2	-16	13	-1.0%	3%	5	-0.8	-5	10	CN(Cc1ccc(N(C)C)cc1)C(=O)c1cc2ccccc2o1
-4	-18	0	0.0%	-9%	-5	0.1	0	3	Cn1c(CO)nc2cc(N)ccc21
5	0	3	0.7%	-3%	0	0.1	7	3	COc1ccc(NC(=O)c2ccco2)cc1S(=O)(=O)N1CCCCC1
-4	0	-14	18%	?	10	-0.6	0	-1	O=C(CSc1nnc2ccc3ccccc3n12)Nc1ccccc1Cl
4	4	-24	-1.1%	33%[activator]	-8	0.5	-6	0	O=C(CC(C(=O)O)c1cccc(Br)c1)c1ccc(Cl)cc1 (stereo not drawn)
4	-16	7	4.5%	-6%	1	-0.3	9	-2	O=C(O)COc1c(-c2ccccc2)oc2ccccc2c1=O
-1	-9	-7	-0.6%	.	-2	0.1	8	0	CC1CCCCC1NC(=O)COc1ccccc1C#N (stereo not drawn)
-8	-3	15	0.1%	-3%	9	-0.5	4	-1	O=S(=O)(NCc1ccccc1)c1ccc2c(c1)OCCO2
